From PubChem BioAssay
PDI inh: PDI (human) enzyme inhibition; P07237; PDI insulin aggregation turbidity, A650, 90 min; inhibition, % at 10 µM; 0.052% of 350,000 active;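 active = mean inhibition across replicates of 30% or more, whatever share of single replicates reach that level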;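 note: absorbance from insulin aggregation driven by PDI reduction with DTT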
hiPSC survival: increases survival of single human iPS cells; hiPSC single-cell survival, ATPlite luminescence; 100% = ROCK inhibitor wells, 0% = DMSO; survival enhancement, % at 20 µM; 0.044% of 360,000 active; in the data active = survival enhancement above about 18%;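 note: cells exposed to compounds for 16 hours before the ATP read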
aDG glyco up: increases alpha dystroglycan glycosylation. activation, % at 10 µM. 0.22% of 360,000 active. AID 624168. Pro5-aDG cells, alpha-DG glycosylation AlphaScreen (IIH6); 0% Pro5, 100% B10-LARGE cell signal;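 active = activation of at least 8% versus controls, or a plate z-score of at least 8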;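 note: Pro5 are CHO cells carrying HIG-tagged alpha-DG that lacks glycosylation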
CaV13 ICDI inh: Disruptors of the CACNA1D IQ motif to Ca2+-dependent inactivation inhibitor domain association, primary screening, Förster resonance energy transfer in intact living …. AID 743397. HEK cells, CFP/YFP FRET ICDI-IQ, plate reader, 10 min; percent FRET-ratio fall versus neutral wells. inhibition, % at 12.3 µM. 0.098% of 340,000 active;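 active = mean replicate inhibition of at least 30% and at least 1% of replicates passing that level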;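 note: 0% = median of the neutral control wells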
Vif inh: blocks HIV Vif function; HEK293T cells, Vif self-association by quenched fluorescence, imaging, 24 h; inhibition, % at 7.49 µM; 0.35% of 340,000 active; in the data active = inhibition above about 50%, passing the limit was not always enough; note: some results filed as inactive read as strong as hits
Exocytosis inh: lytic granule exocytosis inhibition; TALL-104 LAMP-1 surface exposure, flow cytometry; cells stimulated with thapsigargin and PMA; inhibition, % at 10 µM; 0.66% of 360,000 active;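 active = inhibition above about 55%, limit read from the data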
N-glyco inh: blocks N-linked glycosylation in D54 reporter cells. D54 ERlucT glycosylation luciferase reporter, 24 h; percent of 100 nM tunicamycin response. reporter increase, % at 12.5 µM. 0.23% of 360,000 active. AID 588692;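 active = mean luciferase reporter signal, scaled so untreated is 0 and the glycosylation-blocking control 100, at or above a set limit in every replicate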;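 note: luciferase carries N-glycosylation sites so blocking glycosylation raises the light; 0% = median of neutral control wells and 100% = median of 100 nM tunicamycin wells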
ABCB6 inh 2: blocks the human ABCB6 transporter; K562-ABCB6 porphyrin accumulation, flow cytometry, 1 h; stronger effect = lower value; fluorescence ratio to DMSO, % at 10 µM; 0.19% of 360,000 active; AID 602162;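 active = fluorescence ratio to DMSO below 75%, the collection mean minus 3 SD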;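 note: signal is porphyrin accumulated inside mitochondria; 100% equals median channel fluorescence of DMSO control wells; lower ratio means ABCB6 inhibition with less porphyrin fluorescence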
Target sequence (Q9NP58 whole entry, looked up): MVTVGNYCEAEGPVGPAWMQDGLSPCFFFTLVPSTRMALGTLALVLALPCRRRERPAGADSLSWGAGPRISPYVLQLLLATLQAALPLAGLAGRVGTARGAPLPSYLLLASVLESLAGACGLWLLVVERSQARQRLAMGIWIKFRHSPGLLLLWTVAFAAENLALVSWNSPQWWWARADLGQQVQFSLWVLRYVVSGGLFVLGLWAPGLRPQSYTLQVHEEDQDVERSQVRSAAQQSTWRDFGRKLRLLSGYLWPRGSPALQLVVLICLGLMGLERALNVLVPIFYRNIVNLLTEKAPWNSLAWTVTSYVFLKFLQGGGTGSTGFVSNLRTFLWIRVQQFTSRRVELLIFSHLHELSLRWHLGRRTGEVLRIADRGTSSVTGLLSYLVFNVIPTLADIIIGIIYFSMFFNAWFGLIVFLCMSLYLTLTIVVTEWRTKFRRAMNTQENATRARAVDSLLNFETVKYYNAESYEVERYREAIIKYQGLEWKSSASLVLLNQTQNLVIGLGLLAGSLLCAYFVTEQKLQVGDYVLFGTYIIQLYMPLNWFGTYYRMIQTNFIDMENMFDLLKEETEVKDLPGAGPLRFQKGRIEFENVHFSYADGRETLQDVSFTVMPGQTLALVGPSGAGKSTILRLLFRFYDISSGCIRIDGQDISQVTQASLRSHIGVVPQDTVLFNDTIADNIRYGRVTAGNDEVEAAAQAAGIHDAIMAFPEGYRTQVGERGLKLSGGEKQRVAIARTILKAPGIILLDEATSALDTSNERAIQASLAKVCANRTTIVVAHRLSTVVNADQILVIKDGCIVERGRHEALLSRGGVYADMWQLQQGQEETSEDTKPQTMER
m5-HT2A agonist: mouse HTR2A agonism via beta-arrestin recruitment; 0.66% of 360,000 active; CHO-K1 mHTR2A beta-arrestin complementation, luminescence; percent of 30 µM serotonin response; activation, % at 7.6 µM; P35363;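 active = activation above a run cutoff, the mean activation of all tested compounds plus 3 SD, cut at about 14% in these data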;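 note: 0% = plate median of compound wells and 100% = 30 µM serotonin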
Cardio protect: myocardial damage modulation in H9c2 cells. H9c2 cardiomyocytes, H2O2 injury protection, ATPLite, 2 h. protection from H2O2 cell death, % at 20 µM. 0.63% of 360,000 active. AID 588492;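 active = compounds giving at least 50% protection of heart cells from peroxide-induced death in the single-dose screen, raw or plate-pattern-corrected value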;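 note: 0% = DMSO wells with peroxide and 100% = DMSO wells without peroxide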
Active calls of the source: *; · = no result given. Not a hit list. Share with any hit: about 3.1%.

SMILES	PDI inh	hiPSC survival	aDG glyco up	CaV13 ICDI inh	Vif inh	Exocytosis inh	N-glyco inh	ABCB6 inh 2	m5-HT2A agonist	Cardio protect
O=C(Nc1ccc(Br)cc1)c1ccco1	3.0	-2.4	0.0	-9.4	·	-3.3	-0.8	99.0	-3.0	-6.0
CCCCC(NS(=O)(=O)c1ccc(C)cc1)C(=O)Oc1ccc2c3c(c(=O)oc2c1)CCC3 (centres undefined)	-1.5	-0.4	0.1	-2.6	-4.8	1.2	-0.9	106.0	3.7	-1.1
C=CCn1c(SCCC)nc2sc3c(c2c1=O)CCc1ccccc1-3	-14.9	-0.4	0.2	-4.5	-1.3	-5.6	-0.9	102.0	-2.9	-9.9
CCn1c(-c2ccccn2)nc2cc(S(=O)(=O)N(C)C)ccc21	10.7	0.0	-0.1	-17.8	7.5	-20.5	-1.4	100.0	-7.7	-4.9
Cc1ccc(NC(=O)COC(=O)COc2cccc3c2OC(C)(C)C3)cc1C	1.5	-0.5	0.5	·	-6.1	-4.2	6.3	101.0	-2.8	-0.4
CCN1C(=O)/C(=C\N2CCN(C)CC2)SC1=S	-2.7	-0.6	-0.6	-5.1	-3.7	-2.5	1.9	101.0	-0.4	1.9
CN(C)S(=O)(=O)c1ccc(Cl)c(NC(=O)COC(=O)c2ccc3c(c2)NC(=O)CS3)c1	1.7	-0.5	-0.1	-2.4	2.1	1.3	-2.2	103.0	-4.6	-2.6
COc1ccc(OC)c(NC(=O)c2nnn(Cc3ccc(Br)cc3F)c2N)c1	·	2.3	-0.1	-1.3	8.5	4.3	-1.8	96.0	6.1	-18.5
CC(=O)OC(C=C(C)C)C/C(C)=C/COc1c2ccoc2cc2oc(=O)ccc12 (centres undefined)	4.1	-1.8	-0.1	-3.9	·	22.7	1.0	98.0	1.1	-8.6
CCC(C)n1c(/C=C/c2ccccc2)nc2ccccc21 (centres undefined)	1.5	0.8	0.1	-4.5	-6.5	-0.3	0.3	98.0	4.3	-4.1
c1cncc(Nc2c3ccccc3nc3ccccc23)c1	-23.3	-0.5	0.4	-1.3	-3.2	-12.5	11.2	88.0	1.9	-8.5
Cc1cc(C)cc(NC(=O)N2CCN(S(C)(=O)=O)CC2)c1	4.1	-0.6	-0.2	-3.3	4.1	-8.6	2.7	96.0	2.7	0.8
Cc1ccc(Nc2cc(=O)n(C)c(=O)[nH]2)cc1C	-5.1	-1.1	-0.4	-4.8	·	1.6	2.0	88.0	-2.2	5.6
O=C(CCNC(=O)c1ccc([N+](=O)[O-])cc1)Nc1ccccc1N1CCOCC1	3.2	-0.8	0.2	-1.7	-14.7	-9.7	2.0	96.0	2.6	-1.9
O=C(O)C1Nc2c(Cl)cc(Cl)cc2C2C=CCC12 (centres undefined)	-30.6	0.0	0.1	·	11.3	-3.6	0.0	101.0	-1.4	-8.6
Cc1ccc(Cn2c(=N)n(CC(O)c3ccco3)c3ccccc32)cc1 (centres undefined)	12.8	0.5	0.5	-4.7	-3.6	-5.4	-1.4	113.0	-5.6	-31.9
O=C(CNC(=O)c1ccc(Br)o1)NCCc1ccc(F)cc1	-5.2	-0.4	-0.1	-6.8	·	-11.5	·	101.0	-7.4	1.7
O=C(N/N=C/c1cccc(OC(=O)c2ccco2)c1)c1ccc(F)cc1	-6.6	-3.6	0.1	-7.0	-7.3	-1.1	-2.5	94.0	0.6	-19.9
CN(c1cccc(NC(=O)c2ccccc2N(C)S(C)(=O)=O)c1)S(C)(=O)=O	-2.8	0.4	0.2	-5.2	-0.5	3.0	0.7	106.0	1.4	4.0
Cc1ccc(C)c(S(=O)(=O)N2CCCC2CNC(=O)C(=O)NCc2ccccc2C)c1 (centres undefined)	0.8	0.3	0.5	-5.8	-9.3	3.9	-1.4	92.0	-7.5	0.4
CCn1c(=O)c2cc(C(=O)NCCN3CCOCC3)sc2c2ccccc21	·	0.2	0.0	-5.0	-6.0	0.6	4.3	95.0	-5.8	7.8
COc1ccc(NC(=O)CCNC(=O)C2CCN(S(=O)(=O)c3ccc(F)cc3)CC2)cc1OC	0.2	0.7	-0.5	-2.8	-8.5	4.2	-1.8	102.0	0.3	-1.9
Cc1occc1C(=O)NNC(=O)Nc1ccc(F)cc1F	0.3	-1.5	0.0	-4.0	1.7	0.5	1.6	94.0	-0.5	0.2
O=C(CSc1ncccn1)N1CCN(S(=O)(=O)c2ccccc2)CC1	-5.1	0.1	-0.1	-14.9	-3.0	-0.2	-1.2	100.0	1.6	4.9
O=C(Nc1nnc(SCC(=O)N2CCCc3ccccc32)s1)c1ccccc1	-5.1	-1.6	-0.3	-5.6	4.5	-1.2	-2.5	97.0	1.5	-17.8
CSc1ncc(S(=O)(=O)c2ccccc2)c(=O)[nH]1	9.8	0.3	-0.1	1.0	4.7	-7.9	2.0	99.0	-1.9	-3.1
O=C(NCCN1CCOCC1)c1ccc(CS(=O)(=O)Cc2ccccc2F)o1	-4.2	7.0	0.0	·	42.8	1.7	2.1	100.0	4.5	-4.9
Cc1nnc(N(C)C(=O)c2ccc3c(c2)OCO3)s1	-2.1	0.0	-0.2	-2.0	1.7	-0.8	-1.9	95.0	-1.5	-2.3
CCOC(=O)c1c(NC(=O)CSc2nnnn2-c2ccc3c(c2)OCCO3)sc(C)c1C	-3.3	3.3	0.2	·	0.8	-8.9	-1.5	97.0	1.3	-5.6
COc1ccc(-n2nc(C(=O)NCC(=O)N3CC(C)CC(C)C3)c3ccccc3c2=O)cc1OC (centres undefined)	-2.5	-0.6	-0.3	-4.6	-6.5	2.1	-0.3	97.0	1.9	28.0
COc1ccc(C2CC(=O)Oc3cc(C)cc(C)c32)cc1 (centres undefined)	2.4	-0.5	-0.1	-5.8	·	-3.6	0.1	94.0	-1.2	-18.1
COc1ccc(CCC(=O)NCc2cn3ccc(C)cc3n2)cc1	·	-3.4	0.0	-4.5	1.3	-2.0	2.0	96.0	1.6	-2.5
Cc1ccc(CCNC(=O)C2CCN(S(=O)(=O)c3ccc4c(c3)NC(=O)CO4)CC2)cc1	1.5	-0.5	0.9	-5.7	-2.5	-1.4	0.2	94.0	7.6	-2.1
C=CCNC(=O)CCNS(=O)(=O)c1ccc(Br)cc1	-4.7	-1.3	0.0	-2.7	16.1	-0.4	2.0	101.0	1.6	3.4
COc1ccc(C(=O)NC(CC(=O)O)c2cc([N+](=O)[O-])ccc2Cl)cc1 (centres undefined)	0.3	2.2	0.0	2.2	-6.4	-0.3	0.8	96.0	1.8	9.6
Cc1ccc(S(=O)(=O)CCC(=O)Nc2nnc(-c3ccccc3S(C)(=O)=O)o2)cc1	-7.1	-0.4	-0.1	-4.2	-0.6	0.1	2.1	104.0	-0.7	3.7
CC1CN=C(NS(=O)(=O)c2ccccc2)N1 (centres undefined)	5.3	-0.4	-0.3	-6.7	-3.7	1.0	1.7	89.0	-2.5	4.5
COc1cc(/C=C(\C#N)C(=O)Nc2cccc(C(=O)O)c2)ccc1OCc1ccc(C)cc1	9.3	-0.5	-0.1	-3.6	-2.2	10.0	-6.6	104.0	-0.2	-9.8
CC(=O)c1sc(C(=O)O)c(-c2ccco2)c1-c1ccco1	1.3	0.1	0.0	-19.5	-7.0	-0.5	4.4	96.0	-2.7	7.8
O=C(c1n[nH]c(=O)c2ccccc12)N1CCN(c2ccc(F)cc2)CC1	15.5	0.4	0.0	-4.7	-3.3	1.3	1.3	89.0	2.3	20.7

2 entries from above, with each value named.
CCOC(=O)c1c(NC(=O)CSc2nnnn2-c2ccc3c(c2)OCCO3)sc(C)c1C
  PDI inh: -3.3; hiPSC survival: 3.3; aDG glyco up: 0.2; CaV13 ICDI inh: ·; Vif inh: 0.8; Exocytosis inh: -8.9; N-glyco inh: -1.5; ABCB6 inh 2: 97.0; m5-HT2A agonist: 1.3; Cardio protect: -5.6

COc1ccc(-n2nc(C(=O)NCC(=O)N3CC(C)CC(C)C3)c3ccccc3c2=O)cc1OC (centres undefined)
  PDI inh: -2.5; hiPSC survival: -0.6; aDG glyco up: -0.3; CaV13 ICDI inh: -4.6; Vif inh: -6.5; Exocytosis inh: 2.1; N-glyco inh: -0.3; ABCB6 inh 2: 97.0; m5-HT2A agonist: 1.9; Cardio protect: 28.0

The results go on.
SMILES	PDI inh	hiPSC survival	aDG glyco up	CaV13 ICDI inh	Vif inh	Exocytosis inh	N-glyco inh	ABCB6 inh 2	m5-HT2A agonist	Cardio protect
COc1ccc(-c2nnc(NC(=O)c3ccccc3[N+](=O)[O-])s2)c(OC)c1	·	-1.5	0.1	-5.0	-0.6	3.3	3.1	93.0	-6.3	-0.4
COc1cc(OC)cc(C(=O)Nc2cccnc2)c1	4.9	-0.5	-0.1	-4.1	0.3	0.5	0.8	100.0	3.2	4.7
O=c1c2ccccc2nc2n1CCc1c-2[nH]c2ccccc12	-18.2	-2.5	-0.2	-5.0	1.8	1.9	-10.7	97.0	0.1	0.6
COc1cccc(-n2nnnc2SCC(=O)Nc2nc3c(s2)CCCC3)c1	-12.9	4.1	-0.2	-4.5	·	-1.9	0.9	96.0	-1.9	-18.6
CCc1cc2c(-c3ccccc3)cc(=O)oc2cc1OC(C)C(=O)NCC1CCC(C(=O)O)CC1 (centres undefined)	·	-0.4	0.1	·	10.1	-6.2	-3.7	102.0	1.9	5.0
Cc1cc(OCC(=O)Nc2ccc(N3CCN(C)CC3)cc2)ccc1Cl	-1.1	0.7	0.3	-4.8	-2.3	2.9	-2.4	99.0	-6.8	0.1
COc1ccc(CCNC(=O)C(=O)NCC2OCCN2S(=O)(=O)c2cccs2)cc1 (centres undefined)	-0.7	0.3	0.0	-6.2	-5.1	-1.0	1.0	100.0	-1.3	13.5
O=C(c1cc([N+](=O)[O-])ccc1N1CCCCC1)N1CCCCC1	-0.9	-1.8	0.2	-6.9	7.6	-0.3	0.9	101.0	-2.6	3.5
Cc1ccn2c(=O)c(NC(=O)c3cccc4ccccc34)c(C)nc2c1	0.7	0.6	-0.4	-15.7	11.8	-6.4	3.5	102.0	-1.0	12.8
CCc1cc2c(N=Nc3c(O)[nH]c4ccccc34)ncnc2s1	9.4	3.3	0.0	-6.5	-11.4	-3.5	-0.7	105.0	1.9	8.6
COc1ccc(-c2nc3ccc(C)cn3c2CC(C)(C)C)cc1OC	·	-0.6	-0.2	-5.3	·	0.9	1.2	97.0	-1.7	-3.3
O=C(O)Cc1ccc2c(c1)N(S(=O)(=O)c1cccc(C(F)(F)F)c1)CC(C(=O)O)O2 (centres undefined)	6.5	-1.5	0.0	-5.3	4.5	-1.6	2.2	99.0	-2.8	1.4
Cc1ccc(C(=O)O)cc1NC(=O)CN1C(=O)C2C3c4ccccc4C(Br)(c4ccccc43)C2C1=O (centres undefined)	3.0	-0.9	-0.1	-5.8	0.7	-5.9	1.5	103.0	-1.7	1.8
Cc1cc(N2CCCC2=O)c(N)cc1N	7.9	1.2	0.1	-9.0	17.6	-3.9	3.9	105.0	-4.2	-0.4
Cc1ccc(-c2[nH]c(=O)n3ccncc23)s1	-0.8	3.8	-0.2	-7.9	9.2	-1.4	0.8	101.0	1.6	7.2
CC1=N/C(=C\c2ccc([N+](=O)[O-])cc2)C(=O)N1c1ccc(F)cc1F	-1.3	2.0	0.7	-20.6	·	16.5	0.1	109.0	-0.1	-11.6
CNc1nc(N/N=C/c2cc3c(cc2[N+](=O)[O-])OCO3)nc(Nc2ccccc2)n1	-3.6	-0.2	-0.6	-5.3	-13.6	-1.1	-14.9	100.0	-1.9	2.2
COC(=O)c1[nH]c2cc(C)ccc2c1NC(=O)CN1CCOCC1	-1.2	-0.5	-0.1	-5.0	11.1	-4.9	0.6	105.0	-2.6	0.4
